From PubChem BioAssay
phage Ecoli inh: E. coli growth loss with phage present. inhibition, % at 11.9 µM. growth absorbance. AID 651602. actives 0.26% (n = 360,000); in the data active means inhibition above about 11%
AddAB inh: less growth of phage-infected E. coli with AddAB; actives 0.29% (n = 330,000); E. coli expressing H. pylori AddAB, absorbance growth; inhibition, % at 11.9 µM; AID 435030; in the data active means inhibition above about 12%;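 further: 0% = vehicle wells of infected cells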
PfHsp90 set2: inhibits growth of yeast expressing Plasmodium falciparum Hsp90; S. cerevisiae expressing PfHsp90, BacTiter-Glo ATP, 48 h; yeast lacking PDR1 and PDR3 efflux regulators; inhibition, % at 9.4 µM; actives 0.32% (n = 310,000); AID 504621;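 active means every replicate shows inhibition above about 80%, whatever the replicate mean, limit read from the data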;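 further: 0% = DMSO neutral controls and 100% = 20 µM radicicol positive controls; yeast relying on Plasmodium falciparum Hsp90 in place of its own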
PKA-R2B activ: activators of human PKA-R2B complex; PKA-R2B holoenzyme dissociation, Cy5-IP20 fluorescence polarization; R2B truncated from residue 108, S112A mutant; 0% DMSO only, 100% 113 µM cGMP; P22694+P31323; AID 504700; actives 0.079% (n = 340,000); activation, % at 11.4 µM;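 active means activation above a cutoff set at the mean over all compounds plus 3 SD, cut at about 18% in these data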;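 further: higher means more holoenzyme dissociation and a rise in polarization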
Target sequence (P31323 whole entry, looked up, other chains not shown, the tested form may be a part): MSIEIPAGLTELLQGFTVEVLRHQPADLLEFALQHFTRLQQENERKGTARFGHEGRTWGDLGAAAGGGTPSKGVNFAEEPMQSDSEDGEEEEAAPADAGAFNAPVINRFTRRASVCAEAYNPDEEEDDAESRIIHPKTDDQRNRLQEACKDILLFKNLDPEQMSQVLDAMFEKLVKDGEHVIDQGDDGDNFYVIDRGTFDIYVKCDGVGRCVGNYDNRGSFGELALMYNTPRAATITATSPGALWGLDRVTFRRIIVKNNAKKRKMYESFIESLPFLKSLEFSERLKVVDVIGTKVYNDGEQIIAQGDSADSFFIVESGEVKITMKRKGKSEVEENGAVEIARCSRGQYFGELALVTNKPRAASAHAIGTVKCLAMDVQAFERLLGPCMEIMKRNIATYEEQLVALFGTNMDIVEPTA
Ecoli viability: counter-screen for AddAB inhibitors: E. coli growth inhibition | E. coli V3065 growth, OD600 absorbance, 18 h | inhibition, % at 11.9 µM | actives 0.27% (n = 330,000) | AID 449728;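 active means inhibition above the campaign's mean inhibition across all tested compounds plus 3 SD, cut at about 9.9% in these data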;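 further: uninfected addAB+ strain grown without phage in ampicillin broth; 0% = DMSO wells and 100% = ciprofloxacin 0.95 µg/ml wells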
Mot1-301 SUMO: inhibitors of SUMOylation pathway: yeast Mot1-301 growth rescue | S. cerevisiae Mot1-301 growth rescue, ATP luminescence, 38.5C; percent above DMSO median, 100 means doubled | growth rescue, % at 18.8 µM | actives 1% (n = 320,000);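 active means every valid replicate shows activation above 250% relative to neutral control wells; inactive means the rest, any valid replicate at or below 250%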;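 further: OY570 slx delta 5 strain wells were the positive control but not used for scaling; some compounds called inactive have numbers as strong as hits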
PKA-R1A activ: activators of PKA-R1A complex | P00514+P68181 | PKA-R1A dissociation, Cy5-IP20 fluorescence polarization; scaled: DMSO 0%, 113 µM cGMP 100% | activation, % at 11.4 µM | actives 0.083% (n = 340,000) | AID 504707;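 active means percent activation above the mean of all tested compounds plus 3 SD, cut at about 19% in these data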;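 further: higher means more PKAc released from R1A so a rise in polarization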
Tat export inh: inhibitors of E. coli Tat protein transport; AID 488895; actives 0.036% (n = 340,000); inhibition, % at 10 µM; E. coli MC4100 TorA-mCherry Tat export, fluorescence;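 active means mean replicate inhibition at least 50% and at least half of replicates individually reaching 50%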;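 further: exported cargo escapes ClpAP degradation while cytoplasmic cargo is degraded and loses fluorescence; 0% = median of neutral control wells and 100% = median of NaSCN control wells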
HTR5A inv ctr: inverse agonist of human HTR5A in OPRM1-OPRD1 counter-screen; actives 0.083% (n = 340,000); HTR5A cell line, luminescence, inverse agonism; inhibition, % at 9.3 µM; in the data active means inhibition mostly above about 23%, no sharp cut-off; inactive means mostly below about 18%;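 further: 0% = cells with DMSO and 100% = no-cell wells with DMSO; some compounds called inactive have numbers as strong as hits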
Target sequence (P47898 whole entry, looked up): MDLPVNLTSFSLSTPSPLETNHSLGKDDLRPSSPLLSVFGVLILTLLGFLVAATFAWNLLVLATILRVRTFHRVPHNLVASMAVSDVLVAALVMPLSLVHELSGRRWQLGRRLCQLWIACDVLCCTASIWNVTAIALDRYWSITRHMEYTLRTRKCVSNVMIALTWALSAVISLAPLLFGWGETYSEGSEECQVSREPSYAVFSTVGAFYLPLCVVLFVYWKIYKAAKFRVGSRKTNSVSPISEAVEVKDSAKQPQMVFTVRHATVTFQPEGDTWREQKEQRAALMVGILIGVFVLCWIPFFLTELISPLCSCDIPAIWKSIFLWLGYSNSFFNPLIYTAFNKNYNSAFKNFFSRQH
OPRM1-OPRD1 inv: inverse agonists of human mu-delta opioid receptor heterodimerization; P35372+P41143; cell-based MOR-DOR heterodimer luminescence, inverse agonism; inhibition, % at 9.3 µM; actives 0.21% (n = 340,000); in the data active means inhibition above about 22%, passing the limit was not always enough;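 further: 0% = cells with DMSO and 100% = wells without cells with DMSO; values of inactives mirror those of a sister screen read the other way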
OPRM1-OPRD1 ag: agonists of human mu-delta opioid receptor heterodimerization; activation, % at 9.3 µM; AID 504326; actives 0.3% (n = 340,000); cells, OPRM1-OPRD1 heterodimerization, luminescence; P35372+P41143; in the data active means activation above about 18%;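 further: 0% = vehicle-treated cells and 100% = reference agonist; values of inactives mirror those of a sister screen read the other way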
Numbers without * were called inactive; nt = not tested or not shown.

The line under a structure holds: AddAB inh	phage Ecoli inh	Ecoli viability	HTR5A inv ctr	OPRM1-OPRD1 inv	PfHsp90 set2	PKA-R1A activ	Mot1-301 SUMO	Tat export inh	OPRM1-OPRD1 ag	PKA-R2B activ
- CCN(CC)S(=O)(=O)c1ccc(OC)c(NC(=O)C2CC(=O)N(c3ccc4c(c3)OCCO4)C2)c1 (stereo not drawn)
  1.2	0.2	-2.8	-8	15	-6	-8	4	-5	-2.8	2
- CC(=O)c1ccc(NC(=S)NN2C(C)CCCC2C)cc1 (stereo not drawn)
  -0.2	1.1	-1.9	-47	-2	nt	-3	-3	-3	0.4	-3
- COc1cc(OC)c2c(C)cc(=O)oc2c1C(CCN1CCOCC1)c1ccc2c(c1)OCO2 (stereo not drawn)
  3.4	4.5	1.2	-11	19	nt	11	0	2	-3.5	5
- CC1CN(c2ccc(NC(=S)NNCCC#N)cc2)CC(C)O1 (stereo not drawn)
  -0.9	3.0	1.3	2	12	8	-1	-16	-8	-2.3	-4
- CCOc1ccccc1CNS(=O)(=O)c1ccc(-c2cnc(C3CC3)o2)cc1
  3.2	1.7	0.2	-19	-6	24	-12	nt	17	1.2	-7
- O=C(/C=C\Nc1ccc(Br)cc1)c1cccnc1
  1.4	1.8	-1.1	2	-1	11	6	nt	-2	0.1	5
- COc1ccc(N(CC(=O)N2CCN(C)CC2)S(C)(=O)=O)cc1OC
  1.4	1.6	1.7	-7	2	nt	-13	-2	1	-0.3	-2
- O=C(NCc1ccco1)c1ccc(Cn2c(=S)[nH]c3ccccc3c2=O)cc1
  5.8	-0.2	-0.1	17	6	-15	-13	-17	1	-1.4	9
- COC(=O)c1cc(NS(=O)(=O)c2ccc(Cl)c(N3C(=O)c4ccc(C(=O)O)cc4C3=O)c2)cc(C(=O)OC)c1
  -0.3	2.1	2.5	-10	6	-5	10	-5	1	-1.2	1
- CCOc1ccc(NC(=O)Nc2cc(C(C)C)ccc2C)cc1
  nt	3.7	nt	-1	16	2	-4	nt	-10	-2.8	-1
- COc1cc(OC)c2cc(C(=O)N[C@H](C(=O)N3CCC[C@H]3C(=O)O)C(C)C)n(C)c2c1
  1.0	5.1	1.3	-5	16	-13	-10	-12	-4	-3.1	0
- Cc1ccc(S(=O)(=O)N2CCN(C(=O)CSc3ncc(C(F)(F)F)cc3Cl)CC2)cc1
  4.1	2.9	3.7	-6	4	11	-6	2	17	-0.8	-8
- Cc1cc(=O)oc2cc(OCC(=O)NC(Cc3c[nH]c4ccc(O)cc34)C(=O)O)c(Cl)cc12 (stereo not drawn)
  3.5	4.5	1.0	-16	4	7	11	7	-1	-0.8	-12
- CC(=O)c1nn(-c2ccccc2)cc1C(=O)c1cccc(Br)c1
  0.4	3.7	-1.1	2	-30	2	-6	-5	-3	4.2	8
- CC(=O)NS(=O)(=O)c1ccc(NC(=O)C(C)NS(=O)(=O)/C=C/c2ccccc2)cc1 (stereo not drawn)
  3.0	0.5	2.2	-7	7	13	4	7	-14	-1.3	-4
- O=C1CCCN1CCC(=O)N1CCCC(Nc2ccc(F)cc2)C1 (stereo not drawn)
  0.3	3.3	-1.4	5	1	-3	-1	-5	3	-0.1	0
- COc1ccc(OCC(O)CNC(=O)/C=C/c2cccc([N+](=O)[O-])c2)cc1 (stereo not drawn)
  0.6	2.2	-3.6	9	4	-8	-9	9	-1	-0.8	-3
- CC1CCN(C(=O)COc2ccc3ccccc3c2Br)CC1
  0.7	0.7	1.3	13	-19	nt	13	-6	12	3.3	-1
- COc1ccc(-n2ncc3c2CC(C)(C)CC3NC(=O)CSc2ccccn2)cc1 (stereo not drawn)
  1.5	0.9	0.4	10	21	-3	-1	-6	2	-4.0	10
- CCOc1ccc(OCCC(=O)N2CCN(S(=O)(=O)c3cccc(F)c3)CC2)cc1
  0.7	5.9	1.1	-2	-11	-55	-3	-4	4	2.2	-15
- CN(C)c1ccc(C(O)c2cc3ccccc3s2)cc1 (stereo not drawn)
  nt	3.9	nt	-16	2	4	-2	nt	-3	-0.4	-2
- Cc1nc(N2CCN(C(=O)CCC(=O)O)CC2)c2c(C)c(C)sc2n1
  1.3	3.7	0.9	0	-1	19	5	-13	-5	0.3	-2
- Cc1cccc(NC(=O)CNC(=O)c2cccc(S(=O)(=O)NCc3cccs3)c2)c1C
  -3.5	1.8	-1.6	-18	4	6	-9	34	0	-0.9	-5
- CCN(CC)N=Nc1ccc(S(=O)(=O)N2CCSC2C(=O)O)cc1 (stereo not drawn)
  7.6	5.5	3.6	11	13	-9	10	366	7	-2.4	-9
- O=C(Nc1ccnc(-c2cccnc2)n1)c1cccc(Cl)c1Cl
  1.9	0.8	-1.2	7	-4	nt	14	-11	11	0.8	-15
- CCc1nnc(NC(=O)CSc2nnc(COc3ccccc3)n2-c2ccc(C)cc2)s1
  1.9	2.4	-0.3	-30	19	8	0	4	6	-3.1	-3
- NNC(=O)/C(=C/c1cccs1)NC(=O)c1ccccc1Cl
  -0.5	1.1	0.2	11	0	10	5	-19	3	0.0	0
- O=C(NN=C1CCCCCC1)c1cc(-c2ccccc2)nc2ccccc12
  1.2	2.2	2.0	-18	3	5	-1	-7	0	-0.5	8
- O=[N+]([O-])c1ccc(CN2CCN(c3ccc4ccccc4n3)CC2)cc1
  3.5	0.7	2.1	3	-26	9	-5	15	4	5.1	-2
- CC(C)CNC(=O)COC(=O)c1cncc(Br)c1
  -0.1	1.1	1.2	10	0	-2	4	-14	13	0.1	-1
- CCCCCN1CN(S(=O)(=O)c2cccs2)c2nc3ccccc3nc21
  -0.3	1.9	1.5	5	8	-3	-23	340	3	-1.4	-1
- CCCCc1nc2sc3c(=O)n(N)cnc3c2c2c1CCC2
  0.4	2.8	0.7	-27	-1	nt	1	19	-4	0.2	0
- O=C(CC(=O)N/N=C/c1cccs1)NCc1ccccc1
  -3.9	0.1	-3.7	-2	13	2	1	177	5	-2.4	-8
- Cc1ccnn1CCC(=O)O
  -0.2	2.9	-1.2	-2	10	2	10	-14	-9	-2.1	3
- O=[N+]([O-])c1ccc(Nc2cccc(F)c2)nc1
  -2.4	4.1	1.4	29	-6	-3	-13	16	10	1.2	-16
- Cc1cc(C)cc(OC(C)C(=O)Nc2ccc(S(=O)(=O)Nc3cc(C)nc(C)n3)cc2)c1 (stereo not drawn)
  4.2	nt	1.3	18	-4	-4	-2	7	14	1.0	-5
- Cc1cccn2c(=O)c3cc(C#N)c(=NC(=O)c4cccnc4)n(CC4CCCO4)c3nc12 (stereo not drawn)
  2.4	0.2	2.4	-30	8	0	-18	4	-3	-1.3	-3
- CCCOc1cccc(C(=O)Nc2ccc(CN3CCOCC3)cc2)c1
  nt	2.7	nt	9	-1	-20	-3	-2	6	0.1	1
- COC(=O)c1ccc(CO/N=C/c2ccc(OC)cc2OC)cc1
  0.1	1.2	-0.5	-8	10	10	-8	-19	1	-2.2	-2
- O=C1CC(c2ccc(F)cc2)CC2=C1C(c1ccc([N+](=O)[O-])o1)Nc1ccccc1N2 (stereo not drawn)
  -0.2	2.7	-2.5	-1	-9	13	-8	-7	-1	1.7	-5
- O=C(c1cccc(NS(=O)(=O)c2ccc(F)cc2)c1)N1CCN(c2ccccc2)CC1
  1.6	2.2	1.3	5	5	nt	-7	7	0	-0.9	-4
- CC(=O)C[C@H](O)CC(=O)[C@H]1OC(=O)[C@H](C)C/C=C\Cc2ccccc21
  1.8	3.0	-1.4	-11	5	nt	2	23	-14	-1.0	-3
- CCn1nccc1C(=O)Nc1cc(Cl)cc(Cl)c1
  4.1	4.6	-1.7	-10	-50	14	3	-10	2	8.2	5
- Cc1cc(C)nc(SCC(=O)c2ccc(F)cc2F)n1
  -0.8	1.1	-1.8	-11	13	2	5	-15	2	-2.8	-9
- CC(C)(C)NC(=O)NC(=O)COC(=O)Cn1cnc2ccccc2c1=O
  4.2	3.5	-0.5	-14	16	17	-9	3	0	-3.0	-1
- COC(=O)c1nnn(-c2nonc2N)c1CSc1nnc(C)s1
  3.1	1.8	1.4	12	5	-4	-1	0	4	-1.0	0
- COc1ccc(C(=O)N/C(=C\c2ccccc2)C(=O)NCCCn2ccnc2)cc1
  -3.9	-1.3	0.9	-8	-3	15	2	17	-4	0.4	4
- CCOc1cc(/C=C2\COc3ccccc3C2=O)cc(Br)c1OCC(=O)N(C)C
  -1.2	0.5	-0.9	24	24	47	-2	64	4	-4.2	2
- COc1ccc(NC(=O)C(CCCCNC(=O)OC(C)(C)C)NC(=O)OCc2ccccc2)cc1 (stereo not drawn)
  3.8	2.1	1.7	7	5	21	-16	-17	9	-1.0	-8
- CC(C)(C)NC(=O)C(OC(=O)c1ccco1)c1ccccc1F (stereo not drawn)
  2.5	0.5	0.4	-14	11	8	10	25	2	-2.3	-6
- CCn1cc(CN2CCN(Cc3ccc(C)o3)C(CCO)C2)c2ccccc21 (stereo not drawn)
  0.3	-0.2	2.4	8	-13	-26	-4	-1	7	2.7	4
- COc1cccc(Oc2nnnn2-c2ccccc2)c1
  0.0	0.5	-0.8	1	9	10	-6	-13	-11	-2.0	-5
- CC[C@]12C(=O)N(C)C[C@H]([C@@H]3C(=O)N(C)C(=O)[C@@H]31)N2C(=O)c1ccc(F)cc1
  nt	2.1	nt	3	12	13	-2	nt	-7	-2.1	-3
- Cc1cc(C(=O)OCC(=O)Nc2cccc([N+](=O)[O-])c2)c(C)o1
  1.7	2.0	-0.1	-9	-21	-7	6	7	-8	4.9	13
- O=C1CCCCN1CC(=O)N1CCCC(Nc2ccc(F)c(F)c2)C1 (stereo not drawn)
  3.7	2.3	-0.5	-19	8	-16	-6	-9	-8	-1.4	-5
- S=C(Nc1ccc(Cl)cc1)N1CCCCC1
  2.0	1.1	-0.5	13	-2	9	8	28	-16	0.5	11
- C/C=C\C(=O)Nc1cccc(C2=NOC3(C2)C[C@H](C(N)=O)N(C(=O)/C=C/CC)C3)c1 (stereo partly drawn)
  0.0	3.3	1.9	-11	0	-14	-2	6	-3	-0.1	-17
- O=C(CN(Cc1ccc(Cl)cc1)S(=O)(=O)c1ccccc1)NCC1CCCO1 (stereo not drawn)
  3.2	0.6	-1.4	16	12	0	-11	-19	-3	-2.3	-5
- Cc1c(C(c2ccccc2O)c2c(C)n(C)n(-c3ccccc3)c2=O)c(=O)n(-c2ccccc2)n1C
  4.9	4.1	0.8	-21	0	-2	4	-12	-5	0.0	-4
- Cc1cc(S(=O)(=O)Nc2cccc(C(=O)O)c2)c(C)c(S(=O)(=O)c2ccc(Cl)cc2)c1
  3.4	0.3	-0.4	4	2	-3	-9	-1	-1	-0.3	-8
- CC1CCCCN1C(=O)COc1ccc(F)cc1 (stereo not drawn)
  -2.2	1.4	-2.5	-8	4	-11	-7	-6	-9	-0.5	-7

Compounds were not picked by outcome. About 2.2% of those tested had a hit in this group.
